# PKA-R1A activ = activates the PKA-R1A holoenzyme complex; P00514+P68181; PKA-R1A dissociation, Cy5-IP20 fluorescence polarization; scaled: DMSO 0%, 113 µM cGMP 100%; activation, % at 11.4 µM; 340,000 compounds, 0.083% hits; AID 504707;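 active = percent activation above the mean of all tested compounds plus 3 SD, cut at about 19% in these data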;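 also: higher means more PKAc released from R1A so a rise in polarization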
# phage Ecoli inh = E. coli growth loss with phage present. AID 651602. inhibition, % at 11.9 µM. 360,000 compounds, 0.26% hits. growth absorbance; in the data active = inhibition above about 11%
# PKA-R2B act = PKA-R2B complex activation; P22694+P31323; PKA-R2B holoenzyme dissociation, Cy5-IP20 fluorescence polarization; R2B truncated from residue 108, S112A mutant; 0% DMSO only, 100% 113 µM cGMP; activation, % at 11.4 µM; 340,000 compounds, 0.079% hits;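 active = activation above a cutoff set at the mean over all compounds plus 3 SD, cut at about 18% in these data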;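 also: higher means more holoenzyme dissociation and a rise in polarization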
# AddAB inh = less growth of phage-infected E. coli with AddAB; 330,000 compounds, 0.29% hits; E. coli expressing H. pylori AddAB, absorbance growth; inhibition, % at 11.9 µM; AID 435030; in the data active = inhibition above about 12%;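 also: 0% = vehicle wells of infected cells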
# Ecoli viability = counter-screen for AddAB inhibitors: E. coli growth inhibition. inhibition, % at 11.9 µM. E. coli V3065 growth, OD600 absorbance, 18 h. AID 449728. 330,000 compounds, 0.27% hits;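 active = inhibition above the campaign's mean inhibition across all tested compounds plus 3 SD, cut at about 9.9% in these data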;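 also: uninfected addAB+ strain grown without phage in ampicillin broth; 0% = DMSO wells and 100% = ciprofloxacin 0.95 µg/ml wells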
# HTR5A ag ctr = HTR5A agonism, opioid heterodimer counter-screen. 340,000 compounds, 0.61% hits. activation, % at 9.3 µM. P47898. HTR5A agonist assay, luminescence, cell-based; in the data active = activation mostly above about 9.5%, no sharp cut-off; inactive = mostly below about 7.6%;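 also: 0% = cells with vehicle only and 100% = reference agonist; strong numbers were not always called active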
# Target sequence (P47898 whole entry, looked up): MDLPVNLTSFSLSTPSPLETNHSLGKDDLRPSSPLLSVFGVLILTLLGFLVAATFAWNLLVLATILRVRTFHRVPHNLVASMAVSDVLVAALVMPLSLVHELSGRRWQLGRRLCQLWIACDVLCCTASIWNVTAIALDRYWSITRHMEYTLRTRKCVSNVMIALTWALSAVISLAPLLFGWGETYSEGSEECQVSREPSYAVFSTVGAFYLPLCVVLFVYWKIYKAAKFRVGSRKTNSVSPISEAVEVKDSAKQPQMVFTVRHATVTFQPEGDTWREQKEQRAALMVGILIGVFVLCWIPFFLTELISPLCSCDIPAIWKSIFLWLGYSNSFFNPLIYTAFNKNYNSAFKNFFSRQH
# SUMO Mot1 rescue = inhibitors of SUMOylation pathway: yeast Mot1-301 growth rescue; growth rescue, % at 18.8 µM; AID 2716; 320,000 compounds, 1% hits; S. cerevisiae Mot1-301 growth rescue, ATP luminescence, 38.5C; percent above DMSO median, 100 means doubled;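 active = every valid replicate shows activation above 250% relative to neutral control wells; inactive = the rest, any valid replicate at or below 250%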;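 also: OY570 slx delta 5 strain wells were the positive control but not used for scaling; some compounds called inactive have numbers as strong as hits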
# Tat export inh = E. coli Tat transport inhibition. E. coli MC4100 TorA-mCherry Tat export, fluorescence. inhibition, % at 10 µM. 340,000 compounds, 0.036% hits. AID 488895;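 active = mean replicate inhibition at least 50% and at least half of replicates individually reaching 50%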;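 also: exported cargo escapes ClpAP degradation while cytoplasmic cargo is degraded and loses fluorescence; 0% = median of neutral control wells and 100% = median of NaSCN control wells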
# DAGLB inh = diacylglycerol lipase beta (human) inhibition; HEK293T DAGLB membrane lysate, EnzChek fluorogenic substrate; inhibition, % at 5.17 µM; Q8NCG7; 340,000 compounds, 0.059% hits; in the data active = inhibition above about 34%;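 also: 0% = enzyme with vehicle and 100% = wells lacking enzyme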
# CDK5 p35 inh = inhibitors of human CDK5/p35 kinase; Recombinant CDK5/p35, ADP-Glo luminescence, 60 min; inhibition, % at 10 µM; 330,000 compounds, 0.01% hits; Q00535+Q15078;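 active = highest replicate inhibition of at least 50% and at least 75% of replicates reaching 50%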;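 also: plate controls were DMSO neutral control for no effect and GW8510 at 10 µM for full effect; many of its hits are not listed in these tables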
# Target sequence (Q00535 whole entry, looked up): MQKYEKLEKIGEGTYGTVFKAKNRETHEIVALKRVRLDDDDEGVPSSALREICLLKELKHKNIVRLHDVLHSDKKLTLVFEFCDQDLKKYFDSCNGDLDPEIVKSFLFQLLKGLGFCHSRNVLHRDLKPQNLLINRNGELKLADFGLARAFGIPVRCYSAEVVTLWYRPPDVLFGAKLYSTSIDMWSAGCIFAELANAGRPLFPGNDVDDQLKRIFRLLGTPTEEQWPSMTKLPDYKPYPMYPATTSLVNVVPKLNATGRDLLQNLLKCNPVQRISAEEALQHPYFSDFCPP
# Target sequence (Q15078 whole entry, looked up): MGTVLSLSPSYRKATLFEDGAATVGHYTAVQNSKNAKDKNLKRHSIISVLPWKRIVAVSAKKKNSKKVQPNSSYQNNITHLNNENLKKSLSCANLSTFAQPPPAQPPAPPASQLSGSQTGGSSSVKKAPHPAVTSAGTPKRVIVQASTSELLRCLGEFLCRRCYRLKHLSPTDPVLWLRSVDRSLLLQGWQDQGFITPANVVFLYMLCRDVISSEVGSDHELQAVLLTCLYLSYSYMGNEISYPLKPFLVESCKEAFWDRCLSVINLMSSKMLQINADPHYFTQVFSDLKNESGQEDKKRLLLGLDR
# HTR5A inv ctr = counter-screen for OPRM1-OPRD1 inverse agonists: human HTR5A inverse agonism | HTR5A cell line, luminescence | inhibition, % at 9.3 µM | 340,000 compounds, 0.083% hits; in the data active = inhibition mostly above about 23%, no sharp cut-off; inactive = mostly below about 18%;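 also: 0% = cells with DMSO and 100% = no-cell wells with DMSO; some compounds called inactive have numbers as strong as hits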
# The depositor's hits bear a star; / = not tested or not shown. An unsorted share of the library (roughly 2.3% active in at least one column).
SMILES,PKA-R1A activ,phage Ecoli inh,PKA-R2B act,AddAB inh,Ecoli viability,HTR5A ag ctr,SUMO Mot1 rescue,Tat export inh,DAGLB inh,CDK5 p35 inh,HTR5A inv ctr
CN(C(=O)c1ccc(NC(=O)Cc2cccc(NC(=O)C3CCCN(C(=O)C4CCCC4)C3)c2)cc1)C1CC1 (stereo not given),-5,-0.1,-8,/,/,2,/,-1,-1,-1.2,-8
COc1ccc(C(=O)CC(=O)c2ccc(OC)cc2)cc1,0,1.2,0,2.6,1.3,0,0,-15,-9,-0.4,4
CN(C1CCCCC1)S(=O)(=O)c1ccc(S(=O)(=O)N(CC(=O)Nc2ccccc2)C2CC2)cc1,1,-2.8,-10,2.5,-0.9,0,-4,-3,-5,-0.1,8
O=C(CCc1nnc(CCCCc2ccccc2)o1)N(CCO)Cc1ccccc1,-4,1.4,-9,0.4,-1.4,3,2,-7,2,-0.1,-7
CC(NC(=O)c1ccc(S(=O)(=O)NCc2ccco2)cc1)c1ccc(F)cc1 (stereo not given),-4,3.2,-1,-1.6,-0.7,4,0,-3,-1,-0.2,-10
CCN(CC)C(=O)Oc1cc(=O)n(C)c2ccccc12,0,2.3,-3,2.4,-2.1,-2,/,-1,0,-0.2,4
CCN(CC)CCN(C(=O)c1cc2c(ccc3ccccc32)oc1=O)c1nc2cc3c(cc2s1)OCCO3,-8,2.9,1,2.8,-2.2,0,-24,-12,-1,-3.3,-19
CCOc1cccc(Nc2cc3n(c(=O)n2)CCc2cc(OC)c(OC)cc2-3)c1,-6,2.4,-6,-1.7,-0.1,2,-10,1,-1,-1.9,-5
O=C(O)C1C2C=CC(C2)C1C(=O)NCCCN1CCCC1=O (stereo not given),-6,0.7,-2,-0.3,0.2,-3,4,-7,0,-3.2,7
COc1ccc(C(O)Cc2nccn2C)cc1 (stereo not given),4,3.9,-6,-1.6,-0.3,1,4,-3,-1,0.1,-8
C=C1CCN([C@@H](C)C(=O)NCc2cc(OC)c(OC)c(OC)c2)S(=O)(=O)c2ccccc21,-13,4.1,5,2.8,0.3,-3,-1,-1,-1,-0.8,-4
CCCS(=O)(=O)N1CCC(C(=O)NCCCOC(C)C)CC1,-4,1.4,6,1.2,2.8,-4,109,-2,-1,1.6,-10
CC(Nc1nc(N2CCCC2)nc2ccccc12)c1ccccc1 (stereo not given),-1,0.9,6,1.5,2.5,-2,-2,-6,3,-1.5,-15
Cc1sc2ncnc(N(C)Cc3cccs3)c2c1C,-6,2.3,-13,2.0,-0.7,4,11,11,-5,0.9,-1
COc1cccc(-c2nnc(NC(=O)CCS(=O)(=O)c3ccc(C)cc3)o2)c1,1,5.7,0,-3.0,0.2,4,/,-7,-2,-1.3,0
O=c1c2ccccc2nc(-c2ccco2)n1CCCn1ccnc1,0,1.9,2,-0.3,0.3,-3,-10,-2,1,-1.0,16
COC(=O)c1nc(Cl)c(Cl)c(N)c1Cl,7,1.4,0,2.4,0.2,-2,10,-5,1,0.2,22
COc1ccccc1CNS(=O)(=O)c1cccc2nsnc12,-13,1.8,-9,3.6,-2.2,2,-17,-3,1,0.0,-4
COc1ccc(CNC(=O)C(c2ccco2)N(C(=O)CNS(=O)(=O)c2ccccc2)c2ccccc2C)cc1 (stereo not given),-9,2.2,-3,-0.5,-0.9,4,15,6,4,/,-26
COC(=O)N/N=C/c1cc(Br)ccc1O,-11,4.2,-6,0.5,0.3,0,-13,-4,2,0.2,1

# Reformatted field by field: part of the list above.
> C=C1CCN([C@@H](C)C(=O)NCc2cc(OC)c(OC)c(OC)c2)S(=O)(=O)c2ccccc21
- PKA-R1A activ: -13
- phage Ecoli inh: 4.1
- PKA-R2B act: 5
- AddAB inh: 2.8
- Ecoli viability: 0.3
- HTR5A ag ctr: -3
- SUMO Mot1 rescue: -1
- Tat export inh: -1
- DAGLB inh: -1
- CDK5 p35 inh: -0.8
- HTR5A inv ctr: -4
> CCCS(=O)(=O)N1CCC(C(=O)NCCCOC(C)C)CC1
- PKA-R1A activ: -4
- phage Ecoli inh: 1.4
- PKA-R2B act: 6
- AddAB inh: 1.2
- Ecoli viability: 2.8
- HTR5A ag ctr: -4
- SUMO Mot1 rescue: 109
- Tat export inh: -2
- DAGLB inh: -1
- CDK5 p35 inh: 1.6
- HTR5A inv ctr: -10

# Back to the main list, repeating the five entries before the break.
SMILES,PKA-R1A activ,phage Ecoli inh,PKA-R2B act,AddAB inh,Ecoli viability,HTR5A ag ctr,SUMO Mot1 rescue,Tat export inh,DAGLB inh,CDK5 p35 inh,HTR5A inv ctr
O=c1c2ccccc2nc(-c2ccco2)n1CCCn1ccnc1,0,1.9,2,-0.3,0.3,-3,-10,-2,1,-1.0,16
COC(=O)c1nc(Cl)c(Cl)c(N)c1Cl,7,1.4,0,2.4,0.2,-2,10,-5,1,0.2,22
COc1ccccc1CNS(=O)(=O)c1cccc2nsnc12,-13,1.8,-9,3.6,-2.2,2,-17,-3,1,0.0,-4
COc1ccc(CNC(=O)C(c2ccco2)N(C(=O)CNS(=O)(=O)c2ccccc2)c2ccccc2C)cc1 (stereo not given),-9,2.2,-3,-0.5,-0.9,4,15,6,4,/,-26
COC(=O)N/N=C/c1cc(Br)ccc1O,-11,4.2,-6,0.5,0.3,0,-13,-4,2,0.2,1
C=CCn1c(O)c(C(CC)=Nc2ccccc2NC(=O)CC)c(=O)[nH]c1=O,-14,-1.7,-1,1.6,-1.0,-5,5,-5,-3,-0.4,12
CCSc1ccccc1C(=O)NCCc1ccccc1,6,3.6,3,1.4,0.8,5,-16,2,-3,0.6,-6
Nc1ccc(Oc2ccc(Br)cc2)cc1,3,3.9,-11,2.5,-0.5,5,96,7,-1,0.3,-14
CCNc1nc(N)c(C(=O)c2ccc(Cl)s2)s1,-2,3.7,3,2.3,1.4,-1,4,1,4,5.9,2
CCOc1cccc(-c2cc(-c3n[nH]c(=S)n3CC)c3ccccc3n2)c1,-3,2.3,10,3.9,3.5,-7,-2,2,3,1.8,-15
CCOC(=O)c1c(NC(=O)COC(=O)c2ncc(Cl)c(Cl)c2Cl)sc(C(=O)N(C)C)c1C,-12,/,-5,-0.3,0.1,-1,5,-2,-4,-0.8,2
CCCc1cc(C(=O)Nc2ccc(F)c(Cl)c2)no1,3,3.8,5,3.3,1.4,4,2,-1,-7,3.8,-10
COc1ccc(N2CC(C(=O)NCCC3=CCCCC3)CC2=O)c(OC)c1 (stereo not given),-4,2.2,-4,1.0,0.8,-2,477,2,-1,0.7,-5
O=C(C1CCCN(c2ncnc3c2nc2n3CCCCC2)C1)N1CCN(c2ccccc2)CC1 (stereo not given),-8,2.2,-1,1.9,0.6,2,252,6,-2,-1.9,-21
Cc1cc(C)c2c(c1)NC(=O)C2(O)CC(=O)c1cccs1 (stereo not given),-2,2.1,-4,-0.2,-0.3,-1,300,4,1,-0.1,-2
COc1ccc(C(=O)NCc2nnc(SCC(=O)N3CCC(C)CC3)o2)cc1OC,3,1.9,-15,1.1,0.8,3,-3,-3,-3,-1.8,9
CCNC(=S)NNc1nc(N2CCOCC2)nc(N2CCOCC2)n1,-10,1.4,19*,-0.4,-1.1,1,159,-2,-4,-0.8,-4
S=C(c1ccc2c(c1)OCO2)N1CCCCC1,-9,5.2,3,0.3,-1.1,-6,84,-6,-2,-1.4,-7
Cc1ccc(C(=O)Nc2ccc(SC(F)F)cc2)s1,-11,8.2,0,0.6,1.2,6,6,3,-2,0.2,21
CCN(CC(=O)Nc1c(F)cccc1F)C(=O)CCN1C(=O)C2CC=CCC2C1=O (stereo not given),1,2.6,2,0.3,-0.1,6,903,6,0,0.3,-10
Cn1c(=O)n(C)c2cc(/C=N/NC(=O)c3ccc(Cl)cc3)ccc21,7,1.9,1,4.0,0.6,-3,-4,1,1,-3.0,-11
CCOC(=O)N1CCN(C(=O)/C(=C/c2ccccc2OC)NC(=O)c2ccccc2)CC1,1,3.3,-5,1.4,-1.8,4,465,-6,0,1.8,3
c1ccc(Sc2ncccn2)nc1,5,2.3,-5,-0.1,0.6,1,13,-5,0,-1.8,7
COc1ccc(CCNc2ccc([N+](=O)[O-])cn2)cc1,-5,0.8,-5,/,/,-3,-9,7,-3,-1.0,13
Cc1ccc(NC2=CC(=O)C(=O)c3ccccc32)cc1,2,0.9,-14,2.6,0.2,1,-17,5,5,2.6,-2
O=C(CSCc1c(Cl)cccc1Cl)NCc1cccnc1,-6,3.1,-5,1.0,0.4,2,7,7,-1,-1.0,-6
O=C(NCCc1ccc(Cl)cc1)C1CCCN(c2ncnc3c2nc2n3CCCCC2)C1 (stereo not given),-7,1.5,-2,1.4,-0.9,1,7,-10,-3,/,-22
C=CCOc1ccc(/C=C/C(C)=N\O)cc1,4,4.3,-5,5.0,2.8,-2,-5,-1,-2,4.7,5
O=C(NCCS(=O)(=O)N1CCN(c2ccc(F)cc2)CC1)C1CC(=O)N(c2ccccc2)C1 (stereo not given),-4,-0.3,-3,1.0,-3.0,0,-9,8,1,/,3
CCOC(=O)C1C(=O)N(C(=O)c2cncc(Br)c2)CC1c1ccccc1 (stereo not given),9,0.9,4,3.3,0.6,2,1,13,2,0.1,-11
Cc1ccc(C)c(-n2sc3ccc(F)cc3c2=O)c1,0,-1.0,-8,1.3,-3.2,-4,36,-2,6,2.5,12
COc1ccc(CCNC(=O)CSc2nc3scc(-c4ccccc4)c3c(=O)[nH]2)cc1,-5,6.3,5,2.9,4.0,2,12,0,10,0.0,-5
Cc1nc2ccccc2n1Cc1n[nH]c(=S)n1-c1ccc(Cl)cc1,3,4.5,8,1.6,0.7,-4,-5,11,1,0.0,10
Cc1cc(C(=O)Nc2ccccc2C#N)n(-c2ccccc2)n1,0,2.1,-2,5.6,0.5,1,1,-6,-2,0.9,-2
COc1ccc(C(=O)Nc2nc3ccccc3[nH]2)cc1S(=O)(=O)N1CCOCC1,-7,3.3,-3,1.7,1.4,4,3,3,3,1.6,-11
Clc1ccc(CN(Cc2ccc(Cl)cc2)c2nn[nH]n2)cc1,-12,4.9,9,-1.4,-2.1,-4,3,3,11,0.1,13
O=S(=O)(O)c1nnc2sc3ccccc3n12,-2,-0.4,-4,-2.0,-5.5,0,6,1,0,0.6,6
COc1ccc(NC(=O)COC(=O)c2ccncc2)c(OC)c1,-3,2.0,-2,1.8,1.1,3,0,5,-1,0.3,5
Cc1sc2nc(COC(=O)c3c(F)cccc3F)[nH]c(=O)c2c1C,-5,3.5,-2,2.2,-0.6,-4,3,-9,-3,-0.6,12
O=C1c2cccc3cccc(c23)C(=O)N1OS(=O)(=O)c1ccc(Cl)cc1,-6,2.1,2,-1.5,-1.6,0,-3,-7,-1,1.2,-26
CC(C)CN(C(=O)CSc1nnc2c(Cl)cc(C(F)(F)F)cn12)C1CCS(=O)(=O)C1 (stereo not given),-3,2.6,-2,0.5,1.1,1,-6,-13,1,1.7,-35
Nc1nnc(CSCc2ccccc2)s1,-6,3.8,-7,5.3,-0.6,1,-14,-4,0,2.1,-18

# Records above marked active in PKA-R2B act:
Molecule	PKA-R1A activ	phage Ecoli inh	PKA-R2B act	AddAB inh	SUMO Mot1 rescue	Tat export inh	DAGLB inh	CDK5 p35 inh
CCNC(=S)NNc1nc(N2CCOCC2)nc(N2CCOCC2)n1	-10	1.4	19*	-0.4	159	-2	-4	-0.8

# Screening data deposited in PubChem BioAssay by several laboratories.
